Lung fibro prol = blocks proliferation of human lung fibroblasts; LL 47 human lung fibroblast viability, ATP luminescence; active compounds read low; viability, % at 10 µM; 85,000 tested, 1.1% active;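 active = viability at or below 50% in the single dose screen; inactive = viability above 50%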;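 also: compound exposure lasted 72 h before the ATP readout; 100% = median luminescence of untreated cell-only wells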
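material = human LL 47 lung fibroblast cells | dosing = compounds added from tenfold dosing solution, 0.1% DMSO final | timing = overnight cell rest, 72 h compound treatment at 37 °C | measured by = CellTiter-Glo luminescence measuring cellular ATP | evaluation = % viability versus median cells-only luminescence | control set = cell-only wells, no compound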
E coli WT exp = growth inhibitors of E. coli BW25113 wild type; growth inhibition, % at 100 µM; AID 710; 98,000 tested, 0.15% active; OD600 absorbance;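 active = growth inhibition above about 50% at one test dose, limit read from the data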;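 also: growth measured after 20 h incubation at 37 °C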
PostGolgi ctrl = inhibits growth of the yeast control strain | efflux-deficient yeast background strain, growth absorbance A615, 16 h | inhibition, % at 10 µM | 98,000 tested, 5% active | AID 738
PostGolgi yeast = growth inhibition of a yeast mutant, post-Golgi transport screen; inhibition, % at 10 µM; AID 739; 98,000 tested, 0.9% active; post-Golgi transport phenotypic cell assay;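 also: yeast cells grown in 1536-well plates; yeast grown about 18 h at 30C before absorbance read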
hDAT+cocaine = modulates human dopamine transporter uptake under cocaine; LLC-PK1 hDAT cells, [14C]-dopamine uptake with cocaine IC80; actives deviate in either direction; 110,000 tested, 1.3% active; B-score at 10 µM; AID 449768; Q01959;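 active = Z score or B-score, a plate-position-corrected score, falls beyond the plate's 99.7% confidence bounds, in either direction; inactive = both scores lie inside the 99.7% bounds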;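 also: scored against the spread of the other compound wells on the same plate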
Target sequence (Q01959 whole entry, looked up): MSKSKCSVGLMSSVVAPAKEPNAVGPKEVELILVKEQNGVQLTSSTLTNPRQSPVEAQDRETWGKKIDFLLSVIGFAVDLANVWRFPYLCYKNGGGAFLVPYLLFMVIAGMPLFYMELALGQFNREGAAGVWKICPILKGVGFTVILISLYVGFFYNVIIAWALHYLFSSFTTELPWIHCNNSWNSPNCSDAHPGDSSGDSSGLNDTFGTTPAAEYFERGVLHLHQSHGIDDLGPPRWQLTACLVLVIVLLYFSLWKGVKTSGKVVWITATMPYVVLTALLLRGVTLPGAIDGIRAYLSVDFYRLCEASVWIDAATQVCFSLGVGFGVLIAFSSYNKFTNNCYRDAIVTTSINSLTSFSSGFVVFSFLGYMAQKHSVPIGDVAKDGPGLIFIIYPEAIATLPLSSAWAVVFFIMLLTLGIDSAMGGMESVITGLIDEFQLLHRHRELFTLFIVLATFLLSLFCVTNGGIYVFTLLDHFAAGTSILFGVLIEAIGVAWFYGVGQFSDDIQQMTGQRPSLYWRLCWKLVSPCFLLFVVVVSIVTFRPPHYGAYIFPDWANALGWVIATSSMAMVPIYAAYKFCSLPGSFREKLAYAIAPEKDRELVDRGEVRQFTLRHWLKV
HUVEC prolif 384 = inhibitors of human endothelial cell proliferation | HUVEC proliferation, CellTiter-Glo luminescence, 72 h; active compounds read low | viability, % at 10 µM (by protocol) | 86,000 tested, 1.1% active | AID 648;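 active = viability at or below 30%; inactive = viability above 30%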;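 also: 100% = median luminescence of DMSO-only cell control wells on each plate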
S1P2 blocker = S1P2 (human) receptor antagonism; 97,000 tested, 0.21% active; inhibition, % at 5 µM; cell-based S1P2 antagonist assay, inhibition at 5 uM; O95136; AID 736; in the data active = inhibition above about 45%;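 also: CRE beta-lactamase reporter cells expressing human S1P2 stimulated with S1P; 0% = agonist at EC80 alone and 100% = agonist plus reference antagonist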
Target sequence (O95136 whole entry, looked up): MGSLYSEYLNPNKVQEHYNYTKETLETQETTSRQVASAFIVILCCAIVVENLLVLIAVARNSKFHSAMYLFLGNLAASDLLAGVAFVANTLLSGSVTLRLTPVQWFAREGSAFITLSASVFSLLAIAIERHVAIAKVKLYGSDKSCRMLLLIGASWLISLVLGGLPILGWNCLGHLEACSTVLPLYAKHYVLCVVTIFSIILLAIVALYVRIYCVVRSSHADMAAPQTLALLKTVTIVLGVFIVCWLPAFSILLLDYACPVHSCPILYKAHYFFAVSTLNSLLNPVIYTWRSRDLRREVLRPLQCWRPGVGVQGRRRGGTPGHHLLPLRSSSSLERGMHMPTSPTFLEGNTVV
H69AR inhibit = growth inhibitors of human H69AR lung tumor cells. viability, % at 10 µM. H69AR lung tumor viability, ATP luminescence, 72 h; active compounds read low. 85,000 tested, 6% active;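 active = viability at or below 40%; inactive = viability above 40%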;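 also: multidrug resistant small cell line overexpressing MRP-1 efflux transporter; 100% = mean luminescence of untreated control wells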
S1P2 ag = S1P2 (human) receptor agonism | 97,000 tested, 0.46% active | S1P2-expressing cell line, agonist reporter read-out | AID 729 | activation, % at 4.5 µM | O95136; in the data active = activation above about 16%;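 also: 0% = vehicle low control and 100% = maximal reference agonist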
* = called active by the depositor; . = not tested or not shown; & = joins results of further samples. Rule as the data show it, unless noted: active = inhibition above about 30%; inactive = the rest. This is a random part of the collection; about 11% have a hit in one of these screens.

SMILES	Lung fibro prol	E coli WT exp	PostGolgi ctrl	PostGolgi yeast	hDAT+cocaine	HUVEC prolif 384	S1P2 blocker	H69AR inhibit	S1P2 ag
O=[N+]([O-])c1ccc(/C=N/Nc2nc(-c3ccccc3)c3cc(Br)ccc3n2)o1	.	-17	64*	9	.	.	0	.	-2
COc1ccc(C2N=C(Nc3ccc(C)cc3)Nc3nc(C)cc(=O)n32)cc1 (configuration not stated)	106	4	15	-4	1.4	103	-25	105	-5
CCN(CC)S(=O)(=O)c1ccc(NC(=O)COC(=O)CN2C(=O)c3ccccc3C2=O)cc1	.	1	8	0	0.55	.	10	.	-6
CCOC(=O)Cn1c2c(c(=N)c3ccccc31)CCC2	.	6	-2	1	-0.97	.	9	.	-8
Cc1cc(C2C(C#N)=C(N)Oc3n[nH]c(C)c32)c(C)s1 (configuration not stated)	94	3	1	1	-0.9	85	23	77	-6
CCC(=O)Nc1ccc(Oc2ccc3c(c2)C(=O)NC3=O)cc1	95	0	17	5	0.02	101	17	106	-5
CN(C)c1nc(Nc2ccc(Cl)cc2)nc(OCC#N)n1	90	2	5	3	-0.67	43	-8	67	-5
Cc1nc2cc(-c3cccs3)[nH]n2c(=O)c1C	108	.	.	.	0.56	81	-12	98	-7
CCN1CCN(S(=O)(=O)c2cccc3nsnc23)CC1	99	6	-2	7	-0.24	95	6	94	-4
C=C(C)CSC1=C(C#N)C(c2ccsc2)CC(=O)N1 (configuration not stated)	101	5	7	-2	0.3	85	15	97	-1
O=C1CC(c2ccco2)Cc2nc(Nc3nc(-c4ccccc4)c4ccccc4n3)ncc21 (configuration not stated)	25*	-19	9	2	.	55	1	.	-7
CC(C)CC(OC(=O)c1ccco1)C(=O)NC1CCCCC1 (configuration not stated)	.	5	1	12	-0.78	.	-20	.	-1
c1ccc2c(c1)[nH]c1c(N3CCOCC3)ncnc12	91	6	7	10	-0.23	95	9	68	-4
CCOC(=O)c1nc(N2CCN(C(=O)OCC)CC2)c2c3c(sc2n1)CCCC3	110	4	37*	7	3.2*	100	-8	65	-4
COC(=O)c1cc(NC(=O)C2CC=CCC2C(=O)O)cc(C(=O)OC)c1 (configuration not stated)	98	1	9	3	-0.25	95	31	92	-3
CCOc1ccccc1N1CCN(Cc2cccc(OC)c2O)CC1	101	0	27	-6	0.86	108	-3	88	-4
CCN(CC)c1ccc(NC(=O)c2ccco2)c(C)c1	106	5	10	-6	-0.73	109	-10	97	0
CCC(c1nnnn1Cc1ccco1)N1CCN(C(=O)c2ccco2)CC1 (configuration not stated)	104	1	5	-1	-0.055	101	-3	97	-1
Cc1ccc(-c2cc(C(=O)Nc3c(C#N)cnn3C)no2)cc1	97	-12	7	2	1.1	95	-9	96	-4
CCc1nc2c(n1O)CCc1nonc1-2	100	-8	3	-6	-0.011	93	.	102	.
COc1ccccc1N(CN1CCCC1=O)C(=O)c1c(F)cccc1Cl	106	-15	-8	-12	-0.35	103	4	94	-7
CCCCS(=O)Cc1ccccc1 (configuration not stated)	109	-4	2	6	-0.84	96	3	96	-5
Cc1ccc(-c2nn(C)c(=O)c3ccccc23)cc1CNC(=O)CN1CCOCC1	94	0	-3	4	0.16	101	-5	64	-2
COc1ccccc1-c1coc2c(CN3CCN(C)CC3)c(O)ccc2c1=O	94	-2	-1	8	-0.0039	91	5	81	-2
O=C(CN1CCN(C2CCCCC2)CC1)c1c[nH]c2ccccc12	88	8	0	-3	1.3	84	-10	88	-2

(cont.)
SMILES	Lung fibro prol	E coli WT exp	PostGolgi ctrl	PostGolgi yeast	hDAT+cocaine	HUVEC prolif 384	S1P2 blocker	H69AR inhibit	S1P2 ag
COc1ccc(C2C(C(=O)NCc3ccccn3)c3cc(OC)c(OC)cc3C(=O)N2C)cc1 (configuration not stated)	97	-6	11	21	0.4	107	.	85	.
O=C(CSc1ncc(-c2ccccc2)n1C1CCCC1)N1CCc2ccccc21	.	-2	4	-3	0.14	.	4	.	-1
O=C(Nc1cnc2sccn2c1=O)c1ccccc1Cl	100	2	4	3	-0.033	99	23	98	-3
O=S(=O)(CCc1nc2ccccc2o1)c1ccc(Cl)cc1	92	2	4	-4	-0.38	91	-15	92	-2
CCc1c(C)nc2ncnn2c1N1CCC(C(=O)NCc2cccc(OC)c2)CC1	100	5	16	-3	0.64	94	-20	89	-4
O=C(c1ccccc1)N1CCCCC(Sc2nnc3ccccn23)C1=O (configuration not stated)	96	-15	31*	-2	0.18	101	.	89	.
Cc1cc(N2CCCC2)c(C)cc1C=O	99	10	0	0	0.33	103	-24	107	-1
CC(=O)NCCc1cc2ccc(C)c(C)c2[nH]c1=O	97	2	22	-8	-1	117	.	97	.
CCSC1=N/C(=C\c2ccc3c(c2)OCO3)C(=O)S1	.	-1	14	0	0.39	.	1	.	-4
Nc1nc2ccccc2n1/N=C/c1ccc(-c2ccccc2)o1	101	3	27	-5	.	44	-2	67	-3
CCCC(C)C(=O)NCc1ccccc1OC (configuration not stated)	103	5	6	3	-0.034	99	-9	97	-6
O=C(Nc1ccc(Oc2ccccc2)cc1)C1CCN(c2ncccn2)CC1	106	-2	-8	3	-0.6	95	-13	102	-9
Cn1nnnc1Sc1ncnc2scc(-c3ccc(F)cc3)c12	.	4	5	-1	.	.	-34	.	2
O=C(CN1C(=O)NC(Cc2ccccc2)C1=O)Nc1ccc(F)cc1 (configuration not stated)	98	.	.	.	-1.1	102	.	90	.
CCN(CC)CCN(Cc1cc2cc3c(cc2[nH]c1=O)OCCO3)C(=O)NC1CCCCC1	93	7	15	4	0.021	89	11	35*	-11
O=C(NC12CC3CC(CC(C3)C1)C2)C1CC(=O)N(c2ccc(Br)cc2)C1 (configuration not stated)	88	-2	2	3	0.46	77	-17	85	-1
COc1cc2[nH]c(=S)n(CCN3CCOCC3)c(=O)c2cc1OC	103	-7	2	-2	0.63	92	23	92	-2
Cc1ccc(NCC(O)C(O)C(O)CO)cc1C (configuration not stated)	97	2	-2	-3	-0.87	103	-4	103	-5
CCOc1ccc(NC(=O)N(CCCN2CCOCC2)Cc2cccnc2)cc1	102	3	0	-4	1.2	100	19	102	-3
O=C(Cn1cccc1)NCc1cccs1	98	0	7	-8	0.65	99	-13	95	-2
Cc1nnc(SCCn2c(N3CCN(C)CC3)nc3c2c(=O)[nH]c(=O)n3C)s1	103	-1	7	24	-0.072	95	-1	95	-4
c1ccc(-c2cc3c(N4CCOCC4)ncnc3s2)cc1	.	2	7	10	0.66	73	.	31*	.
COc1ccc(Oc2nccc(-c3ccccc3)c2C#N)cc1	.	5	10	-7	-0.74	.	0	.	-3
CC1(C)Cc2nc3oc4c(N5CCOCC5)ncnc4c3cc2CO1	.	-2	-5	-1	0.0061	.	14	.	-4
Cc1oncc1-c1cn2ccccc2n1	103	10	-1	-1	0.024	91	-6	102	-5

(list continues)
SMILES	Lung fibro prol	E coli WT exp	PostGolgi ctrl	PostGolgi yeast	hDAT+cocaine	HUVEC prolif 384	S1P2 blocker	H69AR inhibit	S1P2 ag
Cc1ccc(S(=O)(=O)NC(C)CCc2ccccc2)cc1 (configuration not stated)	.	-6	28	-11	2	.	17	.	-5
COc1ccc(OC)c(-n2c(C)ccc2-c2ccc(S(C)(=O)=O)cc2)c1	94	-18	8	0	0.59	97	-33	90	-1
O=C(Nc1ccn(Cc2ccccc2F)n1)c1ccc(COc2ccccc2Cl)cc1	.	-23	14	-11	.	.	15	.	-16
Cn1c(=O)c2c(nc(CN3CCOCC3)n2CC(O)CO)n(C)c1=O (configuration not stated)	106	2	3	-3	-0.24	90	1	69	-6
O=C(Cn1nnc(-c2ccc(Cl)cc2)n1)NCCC1=CCCCC1	96	-2	3	2	-0.02	90	9	75	-8
COc1ccc(S(=O)(=O)NC(C(C)C)C(C)C)cc1OC	97	4	2	-3	0.13	107	-2	102	-9
CS(=O)(=O)c1ccc2nc(NC(=O)CC3CCCC3)sc2c1	95	-4	2	-12	1.8	107	.	70	.
CCOC(=O)c1cnc2c(C)c(-c3ccccc3)[nH]n2c1=O	.	8	9	7	-0.88	.	-6	.	-4
CCOC(=O)CN(C(=O)CSc1nnc2c(n1)[nH]c1ccc(OC)cc12)c1ccc(F)cc1	85	-4	2	4	0.51	68	.	68	.
CCOC(=O)c1cc2c(=O)n3cccc(C)c3nc2n(CCOC)c1=NC(=O)c1ccncc1	109	.	.	.	.	99	-10	72	-5
CC1=C(C)C(=O)N(CCC(=O)O)C1=O	104	5	13	8	-0.24	94	11	96	-3
COc1ccccc1N1CCN(CC(=O)NCC2CCCO2)CC1 (configuration not stated)	95	.	.	.	-0.32	97	-16	97	-5
CCC(=O)c1cc2c(cc1NC(=O)c1ccc(C)cc1)OCCO2	100	-16	7	-4	1.2	91	-15	73	-3
CC(C)(C)c1ccc(/C=C/C(=O)NC2=NCCS2)cc1	.	-5	13	-5	0.88	.	-7	.	-4
CCCCP(=O)(CCCC)c1ccccc1C(=O)O	106	4	-8	2	0.06	102	.	102	.
Nc1nonc1-c1nc2ccccc2n1Cc1ccc(F)cc1Cl	55	-16	11	4	.	57	8	39*	-3
Cc1noc(NS(=O)(=O)c2ccc(NC(=O)CCC3CCCC3)cc2)c1C	99	-6	-1	-1	1.1	87	-18	94	-3
COc1ccc(S(=O)(=O)NCC(c2cccnc2)N2CCN(C)CC2)cc1C (configuration not stated)	100	3	-9	3	-0.65	95	3	95	-4
COc1ccc(-c2cnnn2-c2ccc(N)cc2)cc1OC	92	-2	-9	-5	-0.0036	93	-40	91	-5
CC(C(=O)Nc1cccnc1)N1C(=O)c2ccccc2C1=O (configuration not stated)	98	-3	1	-10	-0.05	98	10	90	-7
COCCn1cc(C(=O)NCCCN2CCC(C)CC2)c2c3ccccc3n(C)c2c1=O	99	4	15	-1	0.042	99	.	87	.
NCCCCCc1nnc(SCc2cccc(Cl)c2)o1	105	7	-2	11	-0.33	98	11	81	-6
COc1ccc(NC(C)=O)c2nc(C)c(C)nc12	104	3	2	6	0.0069	85	-1	94	-3
O=C(NCc1ccco1)Nc1ccccc1Cl	103	14	9	2	-0.27	104	-17	88	-2
O=C(OCCNc1ncc(C(F)(F)F)cc1Cl)c1ccc(S(=O)(=O)N2CCOCC2)cc1	107	-5	25	-2	0.59	95	-17	85	-6

Later entries:
SMILES	Lung fibro prol	E coli WT exp	PostGolgi ctrl	PostGolgi yeast	hDAT+cocaine	HUVEC prolif 384	S1P2 blocker	H69AR inhibit	S1P2 ag
CN(C(=O)c1ccc2c(c1)C(=O)N(CCC1=CCCCC1)C2=O)C1CCCCC1	.	-5	34*	-1	-0.43	.	-2	.	-1
CC(=O)Oc1ccc2c(c1)cc(C)n2C	93	.	.	.	-2.2	85	-11	79	0
CCOc1ccccc1NC(=O)CN(c1cc(C)cc(C)c1)S(=O)(=O)c1c(C)noc1C	93	2	10	-2	-0.046&-2	91	-1	73	-2
CC(=O)OC[C@H]1O[C@@H](n2ccc(=O)[nH]c2=S)C(OC(C)=O)C1OC(C)=O (some centres not stated)	93	5	4	9	0.13	101	12	86	-4
CCC(C)C(=O)Nc1nc(C)c(-c2csc(Nc3cc(Cl)ccc3OC)n2)s1 (configuration not stated)	.	0	1	0	-0.36	.	4	.	-3
Cc1cccc(NC(=O)c2nc(-c3ccccc3)n(-c3ccccc3)n2)c1C	99	-16	26	5	2.2	118	-4	95	-3
CS(=O)(=O)N1CCN(c2ccccc2NC(=O)CSc2ccc(Cl)cc2)CC1	101	-19	10	-2	0.026	99	-13	85	-7

Shown as a hit in PostGolgi ctrl, among the entries above:
SMILES | PostGolgi ctrl | hDAT+cocaine | S1P2 blocker | S1P2 ag
O=[N+]([O-])c1ccc(/C=N/Nc2nc(-c3ccccc3)c3cc(Br)ccc3n2)o1 | 64* | . | 0 | -2
CCOC(=O)c1nc(N2CCN(C(=O)OCC)CC2)c2c3c(sc2n1)CCCC3 | 37* | 3.2* | -8 | -4
O=C(c1ccccc1)N1CCCCC(Sc2nnc3ccccn23)C1=O (configuration not stated) | 31* | 0.18 | . | .
CN(C(=O)c1ccc2c(c1)C(=O)N(CCC1=CCCCC1)C2=O)C1CCCCC1 | 34* | -0.43 | -2 | -1

High-throughput results: PubChem, several laboratories
